Screening results as filed in PubChem BioAssay.
TEAD-YAP inh: TEAD-YAP interaction inhibition, primary screen, TEAD-YAP interaction inhibitor project, luminescence, HEK-TIYL cells | TEAD-Gal4/YAP UAS-luciferase luminescence | inhibition, % at 9.12 µM | 1.4% of 640,000 active; in the data active means inhibition above about 32%;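 further: 0% = median of test compound wells and 100% = reference inhibitor wells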
GPR151 activ: activators of human GPR151, primary screen, cell-based, PathHunter beta-arrestin, luminescence | G-protein coupled receptor 151 (Homo sapiens), Q8TDV0 | PathHunter beta-arrestin GPR151 cells | activation, % at 11.2 µM | 1% of 650,000 active | AID 1508602, 2020; in the data active means activation above about 4.9%;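 further: 0% = median of compound wells and 100% = cells with positive control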
MITF primary: MITF inhibitors, primary screen, biochemical, AlphaScreen, human. Microphthalmia-associated transcription factor (Homo sapiens), O75030. AlphaScreen MITF homodimerization, bead proximity signal. inhibition, % at 2.6 µM. 0.91% of 650,000 active; in the data active means inhibition above about 50%;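 further: 0% = vehicle wells with protein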
Target sequence (O75030 whole entry, looked up): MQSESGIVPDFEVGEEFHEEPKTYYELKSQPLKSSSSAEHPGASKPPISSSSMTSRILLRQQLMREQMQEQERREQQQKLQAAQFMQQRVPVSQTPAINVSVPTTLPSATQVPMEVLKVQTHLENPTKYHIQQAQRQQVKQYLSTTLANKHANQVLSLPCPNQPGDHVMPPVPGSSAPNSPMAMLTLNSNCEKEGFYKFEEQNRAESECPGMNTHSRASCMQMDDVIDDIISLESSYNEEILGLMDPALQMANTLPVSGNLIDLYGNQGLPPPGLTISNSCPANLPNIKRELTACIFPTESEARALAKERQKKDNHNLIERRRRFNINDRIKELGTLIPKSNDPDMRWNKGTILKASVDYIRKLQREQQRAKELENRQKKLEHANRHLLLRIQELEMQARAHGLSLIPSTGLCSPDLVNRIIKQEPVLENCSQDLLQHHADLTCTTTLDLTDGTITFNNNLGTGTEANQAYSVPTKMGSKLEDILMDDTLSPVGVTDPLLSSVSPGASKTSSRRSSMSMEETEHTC
FBW7 activator: FBW7 E3 ligase activators, primary screen, biochemical, AlphaScreen, human; normalized activity (activation), % at 26.1 µM; AID 1259310, 2017; 0.13% of 650,000 active; AlphaScreen FBW7–phospho-cyclin E peptide binding, activator screen; in the data active means normalized activity above about 1.9%;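 further: purified mutant Fbw7 with reduced substrate affinity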
Numbers without * were called inactive; x = no result given; & = joins results of further samples; ! = not confirmed by another sample. Compounds were not picked by outcome (roughly 3.5% active in at least one column).

SMILES	TEAD-YAP inh	GPR151 activ	MITF primary	FBW7 activator
CC(C)n1cnc2c(N)nc(N3CCN(Cc4ccc5c(c4)OCO5)CC3)nc21	-10	0.2	18	0.1
CN(C)c1ccc(C(=O)N2CCC(O)(c3ccc4c(c3)OCO4)CC2)cc1	11	4.9	1	-0.1
O=C(CC1Nc2ccccc2NC1=O)Nc1ccc([N+](=O)[O-])cc1 (stereo not drawn)	-3	0.1	-11	0.1
c1ccc(CNc2nc(Nc3ncccn3)nc3nc[nH]c23)cc1	-1	0.2	-8	-0.2
O=C(CN1CCCC1=O)N/C=N/Nc1ccc([N+](=O)[O-])cc1	-7	-0.2	-19	0.0
CC(=O)O[C@H]1CC[C@@]2(C)C(C[C@@H](OC(C)=O)[C@@]3(C)C4=CC(=O)O[C@@H](c5ccoc5)[C@]4(C)CCC23)C1(C)C (stereo partly drawn)	0&-4	6.5*!	17&20	0.1&0.2
Oc1ccc(N2CCN(Cc3nnnn3Cc3ccco3)CC2)cc1	1	0.1	6	-0.3
CC(NC(=O)C(=O)Nc1ccc(C(C)(C)C)cc1)c1ccccc1 (stereo not drawn)	8	-0.6	7	0.0
Cc1cc2c(cc1S(=O)(=O)NC1CCCc3ccccc31)OCC(=O)N2 (stereo not drawn)	1	0.6	-4	0.0
COc1ccc(CN2CCC3(CC2)CC3C(=O)Nc2cc(C)cc(C)c2)cc1O (stereo not drawn)	9	0.4	9	0.0
O=C(Nc1cc(Cl)ccc1Cl)c1cccc(Oc2ccccc2)c1	-14	1.3	-8	0.1
N#CCN1CCN(C(=O)c2ccc(C(F)(F)F)cc2)CC1	5	-0.2	12	0.4
OCCNc1nc(N2CCc3ccccc3C2)nc2c1ncn2-c1ccsc1	22	-3.2	20	0.2
CC(C)(C)c1nc(SCC(=O)NNC(=O)c2ccccc2)c2ccccc2n1	11	-0.6	0	-0.1
C=CCOCC(O)Cn1c(N=Nc2c(O)[nH]c(=O)[nH]c2=O)nc2c1c(=O)[nH]c(=O)n2C (stereo not drawn)	-2	-1.7	-6	-0.2
O=c1cc(CO)oc(C(Nc2cccc(F)c2)c2ccccn2)c1O (stereo not drawn)	4	3.5	12	-0.2
COC(=O)c1ccc(CSc2nnc(-c3ccco3)n2C)o1	4	1.5	-12	0.2
CC1=CC(=O)C(C(C)C)=C/C1=N/OC(=O)c1cccc([N+](=O)[O-])c1	-11	-2.1	-9	0.1
OCCCNc1ccc2ncc(-c3ccoc3)n2n1	0	-1.0	-5	-0.1
COc1cccc(COC(=O)Nc2ccc(-c3cn[nH]c3)cc2N(C)C)c1	-5	0.3	5	-0.2
O=c1cc(C(F)(F)C(F)F)oc2ccc([N+](=O)[O-])cc12	13	1.1	-2	0.0
Cc1[nH]c(=O)n(C)c(=O)c1CCC(=O)NCc1ccc(F)cc1	2	1.3	-4	0.1
COc1ccc(/C=C(\NC(=O)c2ccc(C)cc2)C(=O)NCCCn2ccnc2)cc1OC	1	0.4	7	-0.8
COc1ccc(CNC(=O)C2CCCN(C(=O)Nc3ccc(OC)cc3)C2)cc1 (stereo not drawn)	5	-0.1	10	-0.1
COc1ccc(NC(=O)c2ccco2)cc1NC(=S)NC(=O)c1cccs1	9	-1.5	10	0.0
(next part)
SMILES	TEAD-YAP inh	GPR151 activ	MITF primary	FBW7 activator
Cc1cc(=O)oc2c(C)c(OCC(=O)c3ccccc3)ccc12	-4	0.4	1	0.0
CCC(CC)NC(=O)Cc1cccs1	-5	1.6	-16	-0.1
CCCCCC(=O)OC[C@H](CO)OC(=O)CCCCC	x	-0.7	-11	x
COc1ccc(NC(=O)CN(c2cc(C)cc(C)c2)S(=O)(=O)c2c(C)noc2C)cc1	-6	-0.4	-3	-0.1
CCc1ccccc1N(C)C(=O)C1CCCN(c2nc(-c3ccc(OC)cc3)no2)C1 (stereo not drawn)	-4	3.5	6	0.0
O=C1C2C3C=CC(C3)C2C(=O)N1c1ccc(Oc2ccc(Cl)cc2)cc1 (stereo not drawn)	3	-0.1	9	0.1
CCC(=O)Nc1cccc(-c2nnc(-c3ccccc3)o2)c1	-48	-0.3	1	-0.2
CCOC(=O)c1c(C2CC2)csc1NC(C)=O	-6	-2.5	18	0.9
CSc1c(-c2ccccn2)c(N)nn1C(=O)C1CCC1	1	2.4	13	0.1
COc1ccc(-c2nc(-c3cccc(O)c3)[nH]c2-c2ccccc2)cc1OC	-3	0.9	6	0.1
COc1ccc(C2CC(=O)C3=C(C2)Nc2ccccc2NC3c2cc(OC)c(OC)c(OC)c2)cc1OC (stereo not drawn)	-1	0.3	-4	0.1
CC1CN(C(=O)CN2C(=O)NC3(CCSC3)C2=O)CC(C)O1 (stereo not drawn)	2	1.4	0	-0.1
CCNC(=O)N1CCN(c2ccc3cccc(-c4ccc(F)cc4)c3n2)CC1	5	-1.9	12	0.1
Cc1ccc(Cn2c(SCC(=O)c3ccc(F)cc3)nc3ccsc3c2=O)cc1	4	-0.4	0	0.2
NC(=O)C1CCN(C2CC(=O)N(c3ccc(Br)c(Cl)c3)C2=O)CC1 (stereo not drawn)	9	0.3	14	0.6
CN(C)CCNS(=O)(=O)c1ccc2c3c(cccc13)C(=O)N2	3	0.4	19	0.1
O=C(Cc1cn(-c2ccc(N3CCC(N4CCOCC4)CC3)nn2)c2ccccc12)Nc1ccc(N2CCOCC2)cc1	-6	0.7	8	-0.3
COc1ccc(/C=N/NC(=O)C2COc3ccccc3O2)cc1[N+](=O)[O-] (stereo not drawn)	4	-2.0	24	0.1
CCOC(=O)c1c(C)n(-c2ccccc2)c2ccc3c(c12)CN(Cc1ccccc1)CO3	-8	-0.6	9	-0.1
O=C1C2C3CCC(C3)C2C(=O)N1c1cccc(Cl)c1Cl (stereo not drawn)	6	-0.3	17	0.1
Cc1ccc(/C=N/NC(=O)c2ccc(C)cc2)cc1	1	-0.4	8	0.1
CC(=O)Nc1cccc(NC(=O)CS(=O)(=O)c2ccc(C(F)(F)F)cc2[N+](=O)[O-])c1	-3	0.1	3	0.0
N#C/C(=C\c1ccc[nH]1)C(=O)NC1CCCCCC1	-57	-0.6	-14	-0.2
COc1ccc(Nc2ncnc3sc(C)c(C)c23)cc1OC	-3	0.1	2	0.1
COc1ccccc1OCCSc1nc2ccccc2n1CC(=O)O	12	2.8	6	-0.1
Other structures.
SMILES	TEAD-YAP inh	GPR151 activ	MITF primary	FBW7 activator
CN(C)c1ccc(C2C(C#N)=C(N)N(c3ccc(Cl)cc3)C3=C2C(=O)CC(C)(C)C3)cc1 (stereo not drawn)	-7	0.8	-12	-0.1
CCOC(=O)CSc1nc2cc(OC)c(OC)cc2cc1C#N	-59	-0.2	0	0.2
COc1ccc(Cn2c(SCc3cc(=O)n4ccccc4n3)nc3ccsc3c2=O)cc1	4	0.2	-3	0.0
CC1(C)CC(=O)C2=C(C1)OC1=C(C(=O)CC(C)(C)C1)C2c1ccc(-c2ccc(Cl)cc2)o1	-2	-1.5	-13	0.0
Oc1ccccc1-c1cc(C(F)(F)F)[nH]n1	7	0.4	17	0.3
CNc1nc2c(C)cccn2c(=O)c1C=Nc1ccc(C)cc1	3	-0.9	-4	0.0
COc1ccc(N2CCN(Cc3nnnn3CC3CCCO3)CC2)cc1 (stereo not drawn)	-2	0.6	2	0.4
Cc1ccc(S(=O)(=O)N2CC=C(C(=O)NC3CCCCCC3)CC2)cc1	10	1.1	4	0.4
Cc1ccc2c(C)nc(/N=C(\N)NC(=O)Cc3ccccc3)nc2c1	12	2.2	-6	0.2
Cn1c2ccccc2c2cnn(CC(=O)NCCCN3CCCC3=O)c(=O)c21	-9	0.0	50	0.2
Cc1cc(C)c(NC(=O)C(C)Sc2cccc3ccc(C)nc23)c(C)c1 (stereo not drawn)	0	1.2	4	0.0
CC(C)Cn1c(NCCO)nc2ccccc21	-5	-0.9	-21	0.0
CN(C)c1ccc2c3c(ccc(N(C)C)c13)COC2	3	1.1	-4	0.7
Cc1noc(C)c1C(=O)N1CCC(CO)(Cc2ccccc2)CC1	-7	0.5	6	0.0
COc1cccc(NC(=O)CSc2ccc3ccccc3n2)c1	-18	1.8	9	0.1
Nc1c(C(=O)c2ccc(Br)cc2)sc2nc3c(cc12)CCCC3	-11	0.0	14	0.3
CC1(C)C(=O)NC2=C1C(=O)C(=O)c1ccccc12	x	1.3	21	-0.1
O=C(COc1ccc(Cl)cc1)N/N=C/C=C/c1ccco1	2	0.5	-3	-0.1
O=C(Nc1ccccc1)c1ccc2nc(NCCCN3CCCC3=O)sc2c1	-45	0.9	15	0.6
Cc1ccc(NC(=O)CC2S/C(=N/c3nccs3)N(C)C2=O)c(C)c1 (stereo not drawn)	8	1.6	-1	-0.1
COCCOC(=O)C1=C(C)NC2=C(C(=O)CC(c3cccs3)C2)C1c1ccc(OC)c(OC)c1OC (stereo not drawn)	11	-0.9	-2	0.1
Cc1c(Cl)cccc1NC(=O)CSC1=C(C#N)C(c2ccc(F)cc2)CC(=O)N1 (stereo not drawn)	3	-1.2	4	0.2
COc1ccccc1NC(=O)c1c(NC(=O)c2ccc([N+](=O)[O-])cc2)sc2c1CCC2	0	-1.3	5	0.4
CCOC(=O)C1CCN(c2c(NCCCN3CCCCC3)c(=O)c2=O)CC1	8	3.6	-3	0.0
COc1ccc([N+](=O)[O-])cc1C1N(c2ccccc2)CCN1c1ccccc1	-19	-1.4	-3	0.0
(listing goes on)
SMILES	TEAD-YAP inh	GPR151 activ	MITF primary	FBW7 activator
COc1cc(NC(=O)c2cccs2)cc(OC)c1OC	3	-1.0	-2	-0.1
CCOC(=O)c1ccc(NC(=O)CSc2nnc(NC(=O)CC(C)C)s2)cc1	-1	1.1	25	0.2
O=C(Nc1ccncc1)c1ccccc1-c1ccccc1	17	1.1	17	-0.1
CS(=O)(=O)N(CC(=O)N1CCN(c2cccc(Cl)c2)CC1)c1cccc(F)c1	12	-1.3	21	0.8
CC(C)c1ccc(CNn2c(-c3ccc(F)cc3)nc3ccccc3c2=O)cc1	7	-0.6	-4	0.1
O=C(CCCn1c(SCc2ccccc2Cl)nc2ccccc2c1=O)NCCc1ccccc1	-2	1.6	0	-0.1
COc1ccc(/C(C)=N/NC(=O)c2cccnc2)c(O)c1	8	-2.4	15	-0.3
O=C(O)c1cc(NC(=O)c2ccccc2[N+](=O)[O-])cc(C(=O)O)c1	11	0.7	-17	-0.2
COc1ccc(O[C@H]2C=C[C@@H](c3ccccc3)O[C@@H]2CO)c(C(C)(C)C)c1	x	1.3	9	0.4
O=c1cc(-c2ccc(F)cc2)ncn1CCNS(=O)(=O)C1CC1	-16	0.2	-7	0.0
O=C(CN1C(=O)CCc2ccccc21)Nc1ccc(F)cc1F	-6	-0.6	-4	0.1
C/C(=N\NC(=O)CNC(=O)COc1cccc(C)c1)c1ccc2c(c1)CCCC2	-14	1.0	2	0.1
O=C(NNC1=NCCCCC1)c1ccccc1CO	-13	0.7	-4	0.2
Cc1ccc(CSc2ccc3nnc(-c4cccnc4)n3n2)cc1	-11	0.5	10	0.8
